Bioassay records (PubChem)
hcGAS lum: Primary biochemical luminescence assay for human cyclic GMP-AMP synthase inhibitors; inhibition, % at 12.5 µM; Q8N884; recombinant h-cGAS, ATP depletion, Kinase-Glo luminescence; 290,000 tested, 0.081% active;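 further: 0% = vehicle reaction and 100% = reaction without DNA for no activity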
Target sequence (Q8N884 whole entry, looked up): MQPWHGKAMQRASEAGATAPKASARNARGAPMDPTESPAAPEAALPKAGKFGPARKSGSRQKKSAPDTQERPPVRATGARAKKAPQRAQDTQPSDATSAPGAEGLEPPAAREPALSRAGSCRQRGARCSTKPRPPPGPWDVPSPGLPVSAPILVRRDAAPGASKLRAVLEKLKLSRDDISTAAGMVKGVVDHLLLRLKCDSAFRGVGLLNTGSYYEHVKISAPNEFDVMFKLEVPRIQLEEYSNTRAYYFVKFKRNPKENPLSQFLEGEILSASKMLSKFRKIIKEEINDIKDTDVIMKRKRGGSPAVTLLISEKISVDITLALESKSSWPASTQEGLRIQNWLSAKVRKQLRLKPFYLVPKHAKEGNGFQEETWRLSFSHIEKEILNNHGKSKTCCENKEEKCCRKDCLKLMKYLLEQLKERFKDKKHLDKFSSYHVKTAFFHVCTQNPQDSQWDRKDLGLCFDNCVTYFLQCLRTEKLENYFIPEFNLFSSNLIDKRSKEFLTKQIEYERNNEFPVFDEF
mcGAS inh: cyclic GMP-AMP synthase inhibitors, mouse, primary biochemical chemiluminescence; inhibition, % at 12.5 µM; 160,000 tested, 0.15% active; Q8C6L5; recombinant cGAS, Kinase-Glo ATP depletion luminescence; AID 1259399, 2018;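 further: 0% = negative control wells and 100% = reference inhibitor with no enzyme activity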
NPYLR7 ag: agonists of mosquito NPYLR7 receptor, primary screen, cell-based, Aedes aegypti, calcium fluorescence, mosquito biting behavior; 270,000 tested, 0.15% active; activation, % at 10 µM; Aedes aegypti neuropeptide Y-like receptor 7 (NPYLR7); HEK293T NPYLR7/Galpha15, GCaMP6s calcium fluorescence; in the data active means activation above about 40%;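 further: 0% = vehicle and 100% = reference agonist at the receptor; some compounds past the cut are filed as inactive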
Starred values were filed as active, the others as inactive; . = not tested or not shown; & = joins results of further samples. Unless noted, no stated cut-off is given here; in the data, active means inhibition above about 40%; inactive means the rest.

structure	hcGAS lum	mcGAS inh	NPYLR7 ag
COc1ccccc1C(=O)NN1C(=O)C2C3C=CC(C4CC34)C2C1=O (stereo not given)	-4	-5	2
Cc1nn(C)c(C)c1CCC(=O)Nc1cccc(OCC#N)c1	-3	-6	2
O=C(NCC1CCCO1)c1cnn2c1NC(c1cccs1)CC2C(F)(F)F (stereo not given)	-4	-1	-13
OCCNc1cc(-c2ccc3c(c2)OCO3)c2cc[nH]c2n1	-4	.	12
Cc1ccc(C(=O)NCc2cccc(CN3CCOCC3)c2)cc1C	-15	-9	-2
CCN1CCN(C(c2ccc(Br)cc2)C2Sc3nc(-c4ccco4)nn3C2=O)CC1 (stereo not given)	-5	-5	-3
CCOC(=O)N1CCN(C(=O)CSc2ccc(-c3ccco3)nn2)CC1	-6	-7	3
COc1cccc(C(CN2CCN(C(=O)c3ccncc3)CC2)OCc2cccc(Cl)c2)c1 (stereo not given)	-5	-6	-7
FC(F)(F)c1cccc(N2CCC(N=Cc3ccccn3)=N2)c1	-1	-3	6
c1cnc(-c2nc(CCNC3CCC4(CCNCC4)CC3)cs2)cn1	-7	.	15
COc1ccc(CCN2CCC(CN(C)Cc3cnc[nH]3)CC2)cc1	-11	.	2
Brc1cc2c(cc1Cn1nnc(-c3ccccc3)n1)OCCO2	-7	-6	3
O=C(Cn1nnnc1-c1ccc(Br)cc1)c1ccccc1	2	.	0
Cn1ncc(-c2nc(C3CC3)no2)c1NC(=O)C1Cc2cc(Cl)ccc2O1 (stereo not given)	-7	.	6
Cc1nc(-n2cnnc2)ccc1-c1cccc(Cl)c1Cl	-3	.	-2
CCn1c(C2CCN(Cc3ccc(C#CC(C)(C)O)s3)CC2)nn(C)c1=O	0	-14	3
CCOc1cccc2sc(N(Cc3cccnc3)C(=O)c3ccco3)nc12	-1	-7	-17
COCCNC(=O)C(NC(=O)c1ccc(F)cc1)C1CCN(S(=O)(=O)c2ccc(Cl)cc2)CC1 (stereo not given)	-3	-3	4
O=C(Cn1nc(C2CC2)c2cnn(-c3ccccc3)c2c1=O)Nc1ccccc1	-6	.	-1
CCCCc1noc(CN(CC)c2ccccc2C)n1	-7	.	-3
Cc1cccc2[nH]c(CCN(C)C(=O)c3cc(C4CC4)[nH]n3)nc12	-8	.	3
CCc1nc2cc(-c3ccccc3CN3CCOCC3)ccc2o1	-6	-17	4
Cc1ccn(-c2ccc(N(CCO)Cc3cccnc3)nn2)n1	-2	.	4
Cc1cccc(-n2c(CNC(=O)c3ccco3)nnc2SCC(=O)Nc2ccc(F)cc2)c1	-1	2	-14
CCN(CCN1C(=O)CSC1c1cc(OC)ccc1OC)C(=O)COC (stereo not given)	-10	-6	8

Profiles, looked up by structure.
Entry for `COc1cccc(C(CN2CCN(C(=O)c3ccncc3)CC2)OCc2cccc(Cl)c2)c1` (stereo not given) : hcGAS lum: -5; mcGAS inh: -6; NPYLR7 ag: -7
Entry for `Cc1ccn(-c2ccc(N(CCO)Cc3cccnc3)nn2)n1` : hcGAS lum: -2; mcGAS inh: .; NPYLR7 ag: 4
Entry for `CCCCc1noc(CN(CC)c2ccccc2C)n1` : hcGAS lum: -7; mcGAS inh: .; NPYLR7 ag: -3

The list continues:
structure	hcGAS lum	mcGAS inh	NPYLR7 ag
CN=c1scc(-c2ccc(F)cc2)n1N=Cc1ccc(F)cc1	-3	.	0
CC1CNC(=O)CCN1C(=O)c1ccc(CSc2ncccn2)o1 (stereo not given)	-6	.	11
Cc1ccc(F)cc1CC(=O)N(C)CCc1scnc1C	-2	.	-1
O=C1NCCN(Cc2cccc(F)c2)C1CC(=O)N1CC(O)C1 (stereo not given)	3	-25	1
CCCn1cc(NC(=O)N(C)C2CCN(C)C2)nn1 (stereo not given)	-5	-4	.
Cc1nnc(Sc2nc(CN3CCOCC3)nc3sc(C)c(C)c23)s1	-4	-4	3
CSCCN1CCC(NC(=O)OC(C)(C)C)CC1	-6	.	1
O=C1/C(=C/c2cccc(Cl)c2)Oc2c1ccc1c2CN(C2CCS(=O)(=O)C2)CO1 (stereo not given)	28	13	49
Nc1n[nH]c(-c2ccc(F)cc2)n1	8	.	-6
c1ccc(-c2nc3c(c(N4CCN(Cc5ccon5)CC4)n2)CCC3)cc1	-7	-6	-4
Cc1c(C(=O)NCC2COC(C)(C)O2)cnc2c(-c3ccc4c(c3)OCO4)cnn12 (stereo not given)	1	0	-3
CC(C(=O)Nc1nncs1)N1C(=O)C2C3C=CC(C3)C2C1=O (stereo not given)	-15	-3	2
CCc1nc2ccc(C(=O)N(C)Cc3ccco3)cn2c1N(CC)C(C)=O	-8	-2	-4
Cc1ccc(-n2ncc(C(=O)N3CCC(C(N)=O)CC3)c2C(F)(F)F)cc1	-11	.	2
CN1CCN(S(=O)(=O)c2ccc(SCCOc3ccccc3Cl)nc2)CC1	-3	-5	4
O=C(NNS(=O)(=O)c1ccc2c(c1)OCCO2)c1cc2c(s1)CCCCC2	-4	-5	4
Cc1csc(=O)n1CCC(=O)Nc1ccc(S(=O)(=O)N(C)C(C)C)cc1	7	4	0
COC(=O)N(C)CCCC(=O)Nc1n[nH]c(-c2ccncc2)c1C	-12	.	16
Cc1ccnc(SCc2cc(=O)c(OC(=O)c3cc(Cl)ccc3[N+](=O)[O-])co2)n1	-1	-5	-7
Cc1cc(Cl)ccc1N1CCN(C(=O)c2cccc(F)c2)C(C)C1=O (stereo not given)	-5	-6	1
c1cc(C2CCN(Cc3cc4n(n3)CCNC4)CC2)ccn1	0	-13	7
COCCCN(C(=O)c1cccs1)c1c(N)n(CC(C)C)c(=O)[nH]c1=O	-3	.	8
COCCNC(=O)c1c(NC(=O)c2ccccc2[N+](=O)[O-])sc2c1CCCC2	-6	-8	-2
Cc1cc(C)n(CC(C)CNC(=O)c2ccc(Cl)cc2F)n1 (stereo not given)	-6	.	5
Cn1ccnc1CN1CCNC(C(=O)O)C1 (stereo not given)	-7	-16	4
N#CCc1n[nH]c(=O)c2ccccc12	5	.	-2
CCCCCN(Cc1nc(C(=O)OC)cs1)C(=O)Nc1ccc(C)c(Cl)c1	-9	-7	-3
O=C(NCCCn1nnc2ccccc21)c1ccc2nc(C3CCCCC3)oc2c1	6	0	-5
Cn1c(SCC(=O)NNC2=Nc3ccccc3CC2)nc2ccccc21	-3	-3	-4
Cc1c(-c2ccccc2)oc2c(C(=O)N3CCCN(CC(=O)NC(C)(C)C)CC3)cccc2c1=O	-6	-18	1
COc1ccc(-c2csc(NC(=O)CC(NC(C)=O)c3cccs3)n2)cc1Br (stereo not given)	-3	-5	0
Cc1c(C(=O)NCc2cccc(C(F)(F)F)c2)sc(=O)n1CCOc1ccc(F)cc1	-5	.	1
Cc1ncc(CN2CCCC(C(=O)Nc3ccc(-c4cscn4)cc3)C2)s1 (stereo not given)	-3&-3	.	4&12
O=C1C2CCCN2C(c2cccc(F)c2)N1c1nccs1 (stereo not given)	-6	-8	3
CCCCCCCC(=O)Nc1c(-c2ccccc2OC)nc2cc(C)ccn12	-8	-9	-7
Oc1cccc(CN2CCC(NC3CCOC4(CCOCC4)C3)CC2)c1 (stereo not given)	-17	-7	.
CCc1ccc(-c2nc(C)c(C(=O)Nc3ccc(OC)nc3)s2)cc1	-6	.	12
Cc1ccc(C)c(-c2[nH]ncc2CN(C)Cc2ncc[nH]2)c1	-8	.	2
O=C(c1cccc(F)c1)N1CCC2(CC1)OCC(C(=O)N1CCCC1)N2C(=O)c1ccccc1 (stereo not given)	-2	-1	1
COc1ccccc1CN1CCCn2cccc2C1c1cc(C)ccc1C (stereo not given)	-3	-3	-2
Cc1cc(C)cc(OCC(=O)OCC(=O)N(C)c2ccccc2)c1	-6	.	-1
Cc1ccc(C(=O)c2ccccc2C(=O)Nc2cccnc2)cc1C	-4	.	0
CCn1c(=O)n(CC(=O)NC2CCCc3[nH]c(=O)c(C(N)=O)cc32)c2ccccc21 (stereo not given)	-11	.	1
Cc1ccc(-c2c(C)sc3nc(CN(C)C(C)c4ccccc4)[nH]c(=O)c23)cc1 (stereo not given)	-4	-9	-6
Cc1nn(-c2ccccc2)c2nc(CC(C)C)nc(N3CCCN(Cc4ccc(C(F)(F)F)cc4)CC3)c12	-9	-1	.
FC(F)(F)C1CCCN(c2nsc3ccccc23)C1 (stereo not given)	-4	.	10
COCCCN1C(=O)CC(Sc2ncccc2C(=O)O)C1=O (stereo not given)	-4	-4	7
CCNC(=O)N1CCN(c2cc(Oc3ccc(F)cc3)ncn2)CC1	5	2	.
Nc1nonc1-c1noc(COc2ccc(F)cc2)n1	-8	.	0
C=CCN(C(=O)CCc1c(C)nn(C)c1C)C1CCS(=O)(=O)C1 (stereo not given)	-4	.	-4

Carrying on.
structure	hcGAS lum	mcGAS inh	NPYLR7 ag
Cc1nn(Cc2ccc(C(C)(C)C)cc2)c(C)c1S(=O)(=O)N(C)C	-6	.	7
O=C(NNS(=O)(=O)c1ccc(Br)cc1)c1ccccc1F	-4	-8	3
CCCOc1ccc(Cc2nn[nH]n2)cc1	-3	.	7
CC(C)NC(=O)CCc1cc2n(n1)CCN(C(=O)C1CCCN(C)C1)C2 (stereo not given)	-9	-4	.
c1ccc2nc3c(nc2c1)CCc1nonc1-3	-5	.	-13
COc1nc2ccccc2cc1-c1nc(C)ncc1C	-5	-21	0
CCC(=O)Nc1cc(C)nn1-c1nc(-c2ccc(C)cc2)cs1	-8	-10	-10
CC1CCCN(C(=O)C2(c3cccc(Cl)c3)CC2)CC1 (stereo not given)	-13	.	10
Cc1cnccc1NS(=O)(=O)c1cccc(Cl)c1C#N	-6	-18	1
O=C(c1cn[nH]n1)N1CCCC(COc2cccc(F)c2)C1 (stereo not given)	-7	-16	1
CCOc1c(C)cnc2c1c(=O)n(CC(=O)N(CC)CC)c(=O)n2C	-4	-7	1
O=c1cc(CN2CC[C@H](CO)[C@@H](O)C2)[nH]c2c(Cl)cccc12	-5	-12	6
O=C(c1cnn(-c2ccccc2)n1)N1CCCC(COCc2ccccc2)C1 (stereo not given)	-10	.	97*
COc1cccc(CC(=O)NC2CCCC(C(F)(F)F)C2)c1 (stereo not given)	-10	.	1
O=C(CSc1ccc(-c2ccncc2)nn1)NC1CCCCC1	-6	-7	11
CC1(C(=O)Nc2ccc3c(c2)OCCO3)CCN1Cc1csc2ccccc12 (stereo not given)	2	.	-5
C=c1cc(C)n(CC(=O)Nc2ccc(OC)c(Cl)c2)c(=O)c1=C1N=C(c2ccc(Cl)cc2)NO1	-6	-6	9
CCNC(=O)CCCC(=O)NCc1sccc1Br	-1	.	-1
O=C(CCc1cnccn1)N1CCc2[nH]nc(-c3ccccc3)c2C1	-2	.	11
COc1ccc(-c2ccc(CCC(=O)NCc3cc(F)ccc3F)n2-c2ccc(SC)cc2)cc1	-3	-9	-1
COc1cccc(CC2(CO)CCCN(Cc3cn[nH]c3-c3cc(C)ccc3C)C2)c1 (stereo not given)	-3&-1	-3	3&-9
Cc1cnc(NC(=O)/C=C/c2ccccc2C#N)s1	-4	-7	2
CC(=O)Nc1ccc(NC(=O)C2(C)CCN2Cc2cccn2C)cc1 (stereo not given)	-3	.	3
CCn1cc(-c2nnc(SCC(=O)O)n2C2CC2)cn1	-2	-14	2
Clc1cc(N=Cc2cccnc2)ccc1N=Cc1cccnc1	-2	-4	17

Retrieved by structure from the list above, four records:
structure	hcGAS lum	mcGAS inh	NPYLR7 ag
COc1nc2ccccc2cc1-c1nc(C)ncc1C	-5	-21	0
Clc1cc(N=Cc2cccnc2)ccc1N=Cc1cccnc1	-2	-4	17
CCOc1c(C)cnc2c1c(=O)n(CC(=O)N(CC)CC)c(=O)n2C	-4	-7	1
CC(=O)Nc1ccc(NC(=O)C2(C)CCN2Cc2cccn2C)cc1 (stereo not given)	-3	.	3

Additional results
structure	hcGAS lum	mcGAS inh	NPYLR7 ag
COc1cc(OC)cc(C(=O)N2CCCC(OCc3cccc(Cl)c3)C2)c1 (stereo not given)	-3	0	-24
CN(C)C1CCCN(C(=O)CCc2ccccc2Cl)CC1 (stereo not given)	-5	.	13
CC(C)CC(C)NC(=O)c1ccc(NC(C)C)nc1 (stereo not given)	-5	-3	-19
C=C(Br)Cn1c(C2CC(=O)N(c3ccc(C)cc3)C2)nc2ccccc21 (stereo not given)	1	-4	-1
Fc1ccc(-c2csc3ncnc(Sc4nnc(C5CC5)o4)c23)cc1	-7	.	6
